From PubChem BioAssay
ERK EGF block: qHTS Assay for Inhibitors of the ERK Signaling Pathway using a Homogeneous Screening Assay; Stimulation with EGF | HEK293-V1b, EGF-stimulated phospho-ERK AlphaScreen | Potency, µM (titrated, usually from 11.5 µM), for the others: at the highest dose activity change, negative = inhibition, hits mostly inhibitors | actives 0.41% (n = 130,000) | AID 1454, 2008; active = well fitted inhibition curve with a large enough effect; inconclusive = small, poorly fitted or top-dose-only effect, or effect the other way;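 also: plate controls were stimulated vehicle wells for no effect and unstimulated vehicle basal for full effect; nearly all actives have a fitted effect of over 55% in size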
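After overnight plating in 1% FBS, HEK293-V1b cells received test compound for half an hour, then a 5 min pulse of EGF (25 nM); ERK phosphorylation in lysates was read by bead-based AlphaScreen.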
Numbers without * were called inactive; u = inconclusive; [ ] = remark or other dose. Potency is read from the fitted curve at half-maximal effect.

SMILES | ERK EGF block
O=C(O)C1CCN(c2ncnc3ccc(-c4ccccc4C(F)(F)F)cc23)CC1 | 21%
CN(CCOc1ccc(Br)cc1)CC(=O)Nc1cccc(S(=O)(=O)NC2=NCCC2)c1 | 4%
Cc1nnc(N/N=C/c2c(O)n(-c3cccc(C(F)(F)F)c3)c(=O)c3ccccc23)[nH]c1=O | -2%[57.5 µM]
CCOC(=O)C1(CC2CCCCO2)CCN(S(=O)(=O)c2ccc(C)s2)CC1 (stereo unspecified) | 7%
Cc1c(NC(=O)c2nn3c(c2Br)NC(c2ccccc2)CC3C(F)(F)F)c(=O)n(-c2ccccc2)n1C (stereo unspecified) | 3%
O=C(c1ccccc1)N1N=C(c2ccco2)CC1c1cccs1 (stereo unspecified) | -15%[57.5 µM]
O=C(O)CCn1c(=O)[nH]c(=O)n(CCC(=O)O)c1=O | 0%
COc1ccc(OCc2nc(-c3ccc(F)c(F)c3)cs2)cc1 | 1%[57.5 µM]
COc1ccc(C(=O)/C=C/c2ccc3c(c2)OCCO3)cc1 | 11%[57.5 µM]
Cc1c(Br)c([N+](=O)[O-])nn1CC(=O)Nc1cccc2nonc12 | 1%
CCOC(=O)c1cnc2nc(C)nn2c1N | 0%
Cc1c(-c2ccc(Cl)cc2)[n+](=O)c2c(n1[O-])CCCC2 | 3%[57.5 µM]
CCn1cc(C(=O)NCCCN2CCCC(C)C2)c(=O)c2cc(S(=O)(=O)N3CCc4ccccc4C3)ccc21 (stereo unspecified) | -7%
Cc1nn2c(NCc3ccccn3)cc(C(C)C)nc2c1-c1ccccc1 | -7%[57.5 µM]
CC1CCC(C(C)C)C(OC(=O)C2=C3c4ccccc4S(=O)(=O)N3CC2)C1 (stereo unspecified) | 3%
O=C(Nc1nc(-c2ccc(Br)cc2)cs1)c1cccnc1 | -12%
O=c1[nH]c(CSc2ncn[nH]2)nc2ccccc12 | -2%[57.5 µM]
COc1ccc(C(=S)N2CCC(C(N)=O)CC2)cc1Br | -2%
COc1cccc(NC(=O)C2CCCN2C(=O)Nc2cccc(F)c2)c1 (stereo unspecified) | 11%
COc1cc(/C=C/C(=O)OCC(=O)NCCC2=CCCCC2)ccc1O | -2%
COc1ccccc1N1CCN(c2cc(C)nc3nc(C)nn23)CC1 | 10%
Cc1cc(C)nc(NC(=O)c2ccc(Cl)cc2Cl)n1 | 7%
COc1ccc(C(=O)OCC(=O)Nc2ccccc2)cc1[N+](=O)[O-] | 20%
CCSc1nnc(-c2cc(Br)ccc2NC(C)=O)c(=O)[nH]1 | -7%[57.5 µM]
CCC(=O)N1CCC2(CC1)Oc1ccc(Cl)cc1C(=O)C21CC(c2ccc(Cl)cc2)=NO1 (stereo unspecified) | -5%[57.5 µM]
N#CC1=C(N)OC2=C(C(=O)CCC2)C1c1cccs1 (stereo unspecified) | 5%
O=C(c1ccc(C(F)(F)F)cc1)N1CCC(=O)N(C(COCc2ccc(Cl)cc2)Cc2ccccc2)CC1 (stereo unspecified) | 5%
O=C(/C=C/c1cn(-c2ccccc2)nc1-c1cccnc1)N1CCCCC1 | -4%
CC(C)NC(=O)N1CCC2(CC1)CCN(C(=O)c1csnn1)CC2 | 7%
N/C(Cc1ccc([N+](=O)[O-])cc1)=N\OC(=O)c1ccc(Br)o1 | 1%

A portion from the list above, as a working copy:
SMILES | ERK EGF block
O=C(Nc1nc(-c2ccc(Br)cc2)cs1)c1cccnc1 | -12%
O=c1[nH]c(CSc2ncn[nH]2)nc2ccccc12 | -2%[57.5 µM]
COc1ccc(C(=S)N2CCC(C(N)=O)CC2)cc1Br | -2%
COc1cccc(NC(=O)C2CCCN2C(=O)Nc2cccc(F)c2)c1 (stereo unspecified) | 11%

Carrying on.
SMILES | ERK EGF block
C=CCN1CN(Cc2ccco2)CNC1=S | 1%
Cc1ccccc1C(=O)NNC(=O)CSc1nnc(C)n1-c1ccccc1 | -10%
Cn1c(=O)c2[nH]c(N/N=C(/C#N)C(N)=O)nc2n(C)c1=O | -3%[57.5 µM]
CCC(=O)/C(=C(/O)c1ccccc1)c1nc2ccccc2[nH]1 | -2%
O=C(O)C12CC3CC(C1)CC(n1ncc(NCc4ccccc4)c(Cl)c1=O)(C3)C2 | -8%
O=C(Nc1ccc(Cl)cc1)/C(=C1\CCCN1)[N+](=O)[O-] | -6%[57.5 µM]
O=C(OCC(=O)N1CCc2ccccc21)c1cccc(S(=O)(=O)N2CCCc3ccccc32)c1 | -17%
COc1ccc(CN(CC2CCC(C(=O)O)CC2)C(=S)Nc2ccccc2OC)cc1 (stereo unspecified) | 0%[57.5 µM]
Cc1c(Cl)cccc1NC(=S)N1CCN(Cc2ccc3c(c2)OCO3)CC1 | 5%
COC(=O)CC1C(C)(C)C(OC(C)=O)C2CC3C4CC(=O)OC(c5ccoc5)[C@]4(C)CCC3[C@@]1(C)C2=O (stereo partly specified) | 6%
CC1(C)CC(=O)c2sc(NC(=O)c3cccs3)nc2C1 | 5%
COc1ccc(S(=O)(=O)N(C)C)cc1NC(=O)CSc1nc(N)cc(N)n1 | 8%[57.5 µM]
CCCC(c1nnnn1CC1CCCO1)N1CCN(c2ccccc2)CC1 (stereo unspecified) | 9%
COc1ccc(-c2c(C)oc3c(CN4CCOCC4)c(O)ccc3c2=O)cc1 | 6%[57.5 µM]
CCN(CC)c1ccc(/C=C(/C#N)C(=O)NCc2ccccc2)o1 | -1%
CCC(C)NC(=O)N1c2ccccc2Sc2ccccc21 (stereo unspecified) | 3%[57.5 µM]
O=C1CC2(CCCC2)CC(=O)N1c1ccccc1 | 1%
COc1ccc(NC(=O)CC2C(=O)N(c3ccc(F)cc3)C(=S)N2NC(=O)c2ccccc2)cc1 (stereo unspecified) | 10%
COc1ccc2[nH]c(=S)cc(C)c2c1 | 8%[57.5 µM]
COC(=O)C(Cc1ccccc1)N1CCS(=O)(=O)CC1 (stereo unspecified) | 12%
Cc1cc(N)ccc1S(C)(=O)=O | 5%
COc1cc(-c2nnc(SCC(=O)N(C)C3CCS(=O)(=O)C3)o2)cc(OC)c1OC (stereo unspecified) | 7%
CCOC(=O)C1(Cc2cccc(OC)c2)CCCN(Cc2c(C)nn(C(C)C)c2C)C1 (stereo unspecified) | 8%[57.5 µM]
O=C(NC1CCS(=O)(=O)C1)c1cccc(S(=O)(=O)N2CCCC2)c1 (stereo unspecified) | -13%
COc1ccc(CCNC(=O)c2ccco2)cc1OC | 11%
COc1cc(C(=O)OCc2ccc([N+](=O)[O-])cc2)cc(OC)c1OC | -12%
C=CCN=C1SC(C)(C)C(=O)N1S(=O)(=O)c1ccc(C)cc1 | 5%
CC(C)CNC(=O)N[C@@H](CC(C)C)C(=O)O | 11%[57.5 µM]
CCc1ccc(CN(C)C(=O)CCc2nnc(CCc3cccc(OC)c3)o2)nc1 | -9%
CCOCC(=O)Nc1cc([N+](=O)[O-])ccc1OC | -3%
CCCSc1nc2cc(C)c(C)cc2n1CC(O)CO (stereo unspecified) | -7%
Cc1cc(=O)[nH]c(SCc2nnnn2-c2ccc(Cl)cc2)n1 | 1%
COc1ccc(/C=C/C(=O)OCC(=O)Nc2c(C)cccc2C)cc1 | 4%
Cn1nc(C(=O)OCC(=O)Nc2sccc2C(N)=O)c2ccccc2c1=O | 18%[57.5 µM]
O=C(CSc1ccsc1[N+](=O)[O-])Nc1cccc(F)c1 | -13%
Cc1ccc(C(=O)COC(=O)CNC(=O)c2ccc(N3C(=O)c4ccccc4C3=O)cc2)cc1C | 6%
COc1ccc(CCNC(=O)CSc2nnc3ccccn23)cc1 | -4%
O=C(NCCN1CCOCC1)Nc1cccc(Cl)c1 | -1%
COc1cc(/C=N/NC(=O)COc2c(C)cc([N+](=O)[O-])cc2C)ccc1OC(=O)c1ccccc1 | 12%
Nc1nc(-c2cccnc2)nn1C(=O)c1ccccc1Cl | -3%
COCC(C)n1c(SCC(=O)NNC(=O)c2ccccc2)nc2ccccc2c1=O (stereo unspecified) | 2%
Cc1cc(N2CCCCC2)ccc1[N+](=O)[O-] | 4%
O=c1c2c3c(sc2nc(N2CCNCC2)n1CCc1ccccc1)CCCCC3 | 0%[57.5 µM]
O=C(COC(=O)COc1cccc(Br)c1)Nc1c(Cl)cccc1Cl | 2%
CC(=O)NNC(=S)NC(=O)c1ccccc1 | -3%

Continued; it opens with the 7 that closed the last part.
SMILES | ERK EGF block
COc1cc(/C=N/NC(=O)COc2c(C)cc([N+](=O)[O-])cc2C)ccc1OC(=O)c1ccccc1 | 12%
Nc1nc(-c2cccnc2)nn1C(=O)c1ccccc1Cl | -3%
COCC(C)n1c(SCC(=O)NNC(=O)c2ccccc2)nc2ccccc2c1=O (stereo unspecified) | 2%
Cc1cc(N2CCCCC2)ccc1[N+](=O)[O-] | 4%
O=c1c2c3c(sc2nc(N2CCNCC2)n1CCc1ccccc1)CCCCC3 | 0%[57.5 µM]
O=C(COC(=O)COc1cccc(Br)c1)Nc1c(Cl)cccc1Cl | 2%
CC(=O)NNC(=S)NC(=O)c1ccccc1 | -3%
O=C(Nc1cccc(C(=O)O)c1)/C(=C\c1ccccc1)NC(=O)c1cccc2ccccc12 | -17%
CN(CCc1cn[nH]c1)C(=O)CC1C(=O)NCCN1Cc1cccc(Oc2ccccc2)c1 (stereo unspecified) | -15%
CCn1cc(Cl)c(C(=O)N2N=C(c3ccc4ccccc4c3)CC2c2ccccc2O)n1 (stereo unspecified) | 9%
Cc1ccc(NC(=S)N2CCC(N(C)CC3CCCO3)CC2)cc1 (stereo unspecified) | -1%
C=CCn1c(O)c(CN2CCCCC2)c(C)c(C#N)c1=O | 0%
S=C(Nc1ccccc1)Nc1nc2ccccc2n1CCOc1ccc(Br)cc1 | 6%
Cc1cc(CNC(=O)c2cc(-c3ccccc3)nc3ccccc23)nn1C | -11%
N#C/C(=C(/O)CCl)c1nc(-c2ccccc2)cs1 | -12%[57.5 µM]
COc1ccc(CNC(=O)COc2ccc(F)cc2)cc1 | -3%
Cc1ccc(S(=O)(=O)c2cc3ccccc3nc2N)cc1 | 8%
CC(=O)c1ccc(NC(=S)NNC(=O)c2ccccc2[N+](=O)[O-])cc1 | -2%
O=C(Cn1cc(C(F)(F)F)cc(Cl)c1=O)Nc1ccc(N2CCOCC2)cc1 | -1%
O=C(Nc1nc(-c2ccccc2)cs1)c1cccc([N+](=O)[O-])c1C(=O)O | 2%
COc1ccc(NCC(O)Cn2cnc3c2c(=O)n(C)c(=O)n3C)cc1 (stereo unspecified) | -1%
CCn1ccnc1CN(C)Cc1cn(-c2ccc(C)cc2)nc1-c1cccc(C)c1 | 0%

Some of the entries above, set out differently.
SMILES	ERK EGF block
O=C(Cn1cc(C(F)(F)F)cc(Cl)c1=O)Nc1ccc(N2CCOCC2)cc1	-1%
O=C(Nc1nc(-c2ccccc2)cs1)c1cccc([N+](=O)[O-])c1C(=O)O	2%
COc1ccc(NCC(O)Cn2cnc3c2c(=O)n(C)c(=O)n3C)cc1 (stereo unspecified)	-1%
CCn1ccnc1CN(C)Cc1cn(-c2ccc(C)cc2)nc1-c1cccc(C)c1	0%

Continued:
SMILES | ERK EGF block
O=C(Nc1ccc(-c2csnn2)cc1)C(Cl)(Cl)Cl | -11%[57.5 µM]
Clc1cncc(Cl)c1NNc1c2ccccc2nc2ccccc12 | 13µM*
CCOC(=O)c1ccc(NC(=S)N(CCN2CCCCCC2)Cc2cccs2)cc1 | -5%
Cc1ccccc1NC(=O)c1c(C)nc(SCC(=O)OCc2ccccc2)c(C#N)c1-c1ccc(F)cc1 | -3%
CCc1ccc2nc(N=C(N)N)nc(C)c2c1 | -4%
CCCCCCCCCS(=O)(=O)Nc1cc(C)ccn1 | -5%
O=C(NCCCCc1ccccc1)C1CC(c2cc(C(F)(F)F)cc(C(F)(F)F)c2)=NO1 (stereo unspecified) | -6%[57.5 µM]
CCc1nnc2n1N=C(c1ccc([N+](=O)[O-])cc1)CS2 | 3%[57.5 µM]
O=C(Nc1nnc(-c2ccncc2)o1)c1cccc(N2C(=O)CCC2=O)c1 | -6%
Cc1cc(C(F)(F)F)n(-c2nc(C(=O)NN)cs2)n1 | -1%
CC1CCc2c(sc(NC(=O)c3nc4ncccn4n3)c2C#N)C1 (stereo unspecified) | -1%[57.5 µM]
O=C(CCCSc1nc2ccccc2[nH]1)NCc1ccc(Cl)cc1 | 11%
Cn1cccc1Cc1nnc(SCC(=O)Nc2ccc3c(c2)OCO3)n1CCc1ccccc1 | -8%
O=C1OC(OC(=O)c2ccccc2Br)C(N2CCOCC2)=C1Cl (stereo unspecified) | 11%
COC(=O)c1ccccc1NC(=O)Nc1cccs1 | 4%
COc1ccc(-c2onc(C)c2-c2cnn(-c3ccccc3)c2)c(O)c1 | 10%
O=C(Nc1ccc(N2C(=O)C3CCCCC3C2=O)cc1Cl)c1cccs1 (stereo unspecified) | 6%
CCCCOc1ccc(-c2cc(C(F)(F)F)c(C#N)c(SCC(=O)O)n2)cc1 | -31%
Fc1ccc(C(c2ccc(F)cc2)N2CCN(C/C=C/c3ccccc3)CC2)cc1 | 2%[57.5 µM]
Cc1ccc(C(=O)Nc2nnc(-c3ccco3)o2)cc1 | -1%
CC(=O)Nc1ccc(/C(C)=N/Nc2nc(Nc3cccc4ccccc34)nc(N3CCOCC3)n2)cc1 | -11%
Oc1ccc(-c2nc3ccc4ccccc4c3c3c2CCC3)cc1O | -4%
O=C(/C=C/c1ccc(S(=O)(=O)N2CCOCC2)cc1)NCc1ccc(Cl)cc1 | u
Cc1ccc(S(=O)(=O)N(C)C)cc1NC(=O)Nc1c(-c2ccccc2)noc1C | 5%[57.5 µM]
O=C1/C(=C/c2ccc(Cl)cc2)NC(=S)N1Cc1cccnc1 | -12%[57.5 µM]

An excerpt; count on the stated rates, not on these rows.
